ALOX12 inh: inhibitors of human 12S-lipoxygenase ALOX12 | P18054 | purified 12hLO, xylenol orange hydroperoxide absorbance | Potency, µM (top dose mostly 108 µM), for the others: top-dose activity change, negative = inhibition, usual class: inhibitors | hit rate 1.1% among 580,000; active means well fitted inhibition curve with a large enough effect; inconclusive means small, poorly fitted or top-dose-only effect, or another doubt; inactive means no such curve, though single readings can be large or run the other way
Target sequence (P18054 whole entry, looked up): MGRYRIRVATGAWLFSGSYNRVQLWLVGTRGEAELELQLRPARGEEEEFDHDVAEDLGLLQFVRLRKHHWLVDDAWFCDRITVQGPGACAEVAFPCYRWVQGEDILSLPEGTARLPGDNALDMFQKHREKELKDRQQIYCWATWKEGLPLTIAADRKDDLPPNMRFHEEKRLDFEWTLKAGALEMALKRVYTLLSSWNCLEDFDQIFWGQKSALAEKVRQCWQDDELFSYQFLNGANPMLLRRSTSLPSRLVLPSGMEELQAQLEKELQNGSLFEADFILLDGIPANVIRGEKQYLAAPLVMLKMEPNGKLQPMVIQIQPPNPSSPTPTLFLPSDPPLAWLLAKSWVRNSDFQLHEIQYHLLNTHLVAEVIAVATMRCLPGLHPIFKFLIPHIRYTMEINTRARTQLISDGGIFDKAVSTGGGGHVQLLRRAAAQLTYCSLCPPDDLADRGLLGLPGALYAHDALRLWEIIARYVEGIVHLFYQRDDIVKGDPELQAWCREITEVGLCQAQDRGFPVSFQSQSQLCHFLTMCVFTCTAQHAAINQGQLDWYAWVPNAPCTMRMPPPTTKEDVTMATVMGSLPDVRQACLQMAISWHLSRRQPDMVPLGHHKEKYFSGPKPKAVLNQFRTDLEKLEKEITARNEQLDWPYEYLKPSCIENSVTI
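Hydroperoxide product was detected by ferrous iron/xylenol orange as the 573 to 405 nm absorbance ratio. Arachidonic acid at 40 uM (final) was turned over for 30 min at room temperature by 150 nM human 12hLO, pH 7.0 Hepes buffer, after 15 min compound preincubation.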
An asterisk follows results filed as active; ? = inconclusive; [ ] = another dose, or the depositor's remark. On the % scale 0 is the no-effect control and ±100 the full control effect; potency means the concentration at half of the fitted maximal effect. A portion of the library; rates above refer to the full screens.

SMILES	ALOX12 inh
COc1cccc(C(=O)Oc2cc(OC(=O)c3cccc(OC)c3)cc(OC(=O)c3cccc(OC)c3)c2)c1	27.9%
O=c1c2c3c(sc2n2cnnc2n1-c1ccccc1)CCCCC3	-22.3%
COc1cccc(OC)c1C(=O)Nc1cc(C)c(O)c(-c2nc3cc(C)ccc3o2)c1	2.0%
O=C(CCNC(=O)N1CCn2c1nc1ccccc12)NC1CC1	?
CCc1nc2ccc(C(=O)NCCN3CCNC3=O)cn2c1N(CC)CCOC	1.3%
Cc1ncoc1C(=O)N1CCOc2ccc(CCC(=O)NCC3CC3)cc2C1	33.1%
O=C(NC[C@H]1Cn2c(-c3ccc4c(c3)OCCO4)cnc2CO1)C1CC1	3.8%[176 µM]
CCC1=NOC(CNC(=O)c2ccc(OC3CCN(C(=O)COC)CC3)cc2)C1 (stereo not given)	152.1%[activator]
Cc1nc(C)c(CC(=O)Nc2nnc(C(C)C)s2)c(=O)[nH]1	-4.1%
CCOc1ccc(Nc2oc(/C=C/c3ccccc3)nc2C#N)cc1	153.1%[activator]
CN(Cc1ccccc1)C1(C(=O)NC2CCC(O)CC2)Cc2ccccc2C1 (stereo not given)	20.1%
CC(NC(=O)C1CCCO1)C(=O)N1CCN(c2ccccn2)CC1 (stereo not given)	39.8%[activator]
c1ccc2c(C(c3nnnn3-c3ccc4c(c3)OCCO4)N3CCCC3)ccnc2c1 (stereo not given)	?
CC(=O)N1CCN(C(C(=O)Nc2c(C)cccc2C)c2ccccc2OC(F)(F)F)CC1 (stereo not given)	-5.0%
Fc1ccc(-c2cnc3n2C[C@H](CNCc2ccc4c(c2)OCO4)OC3)cc1	22.4µM*
CCOc1ccc(-c2nnc(CCC(=O)NC(C)CC)c(=O)[nH]2)cc1 (stereo not given)	25.0%
CC1CCN(C(=O)C2N(C(C)C)C(=O)C23CCCC3)CC1 (stereo not given)	10.9%
CCOC(=O)/C(C#N)=C\C1=C(N2CCOCC2)C(=C/c2ccccc2)/CC1	-1.4%
Cc1ccc2c(c1)C1C[N+](C)(Cc3ccccc3)CCC1N2C(=O)c1ccc(F)cc1 (stereo not given)	-13.9%
CC(C)(C)C(=O)N[C@H]1C[C@@H](Cc2cc(CN3CCN(c4ccccc4)CC3)on2)C1(C)C	0.4%

Some of these compounds in order of heavy-atom count, descending:
SMILES	ALOX12 inh
CC(=O)N1CCN(C(C(=O)Nc2c(C)cccc2C)c2ccccc2OC(F)(F)F)CC1 (stereo not given)	-5.0%
CCc1nc2ccc(C(=O)NCCN3CCNC3=O)cn2c1N(CC)CCOC	1.3%
O=c1c2c3c(sc2n2cnnc2n1-c1ccccc1)CCCCC3	-22.3%
O=C(CCNC(=O)N1CCn2c1nc1ccccc12)NC1CC1	?
CC1CCN(C(=O)C2N(C(C)C)C(=O)C23CCCC3)CC1 (stereo not given)	10.9%

Other compounds follow:
SMILES	ALOX12 inh
Cn1c(=O)c2c(ncn2CC(=O)Nc2cccc([N+](=O)[O-])c2)n(C)c1=O	0.2%
CC(C)(CO)NC/C=C/c1ccccc1	?
O=S(=O)(NCCc1ncc2ccccn12)c1ccc(Br)cc1	?
Nc1[nH]c(C(=O)c2ccccc2)c(-c2ccccc2Br)c1C(=O)NCCc1ccc(Cl)cc1Cl	0.0%
COC(=O)c1ccc(NC(=O)COc2ccc3c(C)c(C)c(=O)oc3c2)cc1	-3.5%
CCCc1cnc(C)nc1N1CC[C@@H](NC(=O)c2cnccn2)[C@H](O)C1	55.5%[activator]
c1ccc(-c2csc3nc(CN4CCCCC4)nc(Nc4cn[nH]c4)c23)cc1	1.1%
COCCNc1nc(NCCOc2ccccc2Cl)c2sc(-c3ccccc3)cc2n1	?
CC(=O)Nc1cccc(NC(=O)CC2CC3CCC2C3)c1 (stereo not given)	42.1%
CO[C@@H]1CO[C@H]2[C@@H]1OC[C@@H]2NS(C)(=O)=O	-1.7%[176 µM]
c1ccc(CCN2CCNc3cc(-c4cn[nH]c4)ncc3C2)cc1	7.7%[176 µM]
CC(C)NC(=O)COc1ncnc2ccc(Br)cc12	-13.7%
Cc1ccc(NC(=O)CCNc2c(C)nc3cnccn23)c(F)c1	?
CC(=O)N[C@H]1C[C@@H](Cc2cc(CN3CCCCC3)on2)C1(C)C	-2.5%[176 µM]
CC(C)Oc1cc(F)ccc1-c1cc(C(=O)Nc2cccc(Cl)c2)[nH]n1	-3.0%
COc1ccc(C(C)(NC(C)=O)c2nc(-c3ccccc3OC)cs2)cc1 (stereo not given)	17.2%
COCCn1c(=S)[nH]c2cc(C(=O)N3CCN(C4CCCCC4)CC3)ccc2c1=O	-1.6%
O=C1NC(C(=O)NCc2cc(F)ccc2F)Cn2cccc21 (stereo not given)	-4.0%
CCCS(=O)(=O)NC(=O)C1(C)CCN(C(=O)c2ccc(SC(F)(F)F)cc2)C1 (stereo not given)	0.6%
CC(Cn1cccn1)Nc1ccc(-c2nc(COc3ccccc3)no2)cn1 (stereo not given)	145.7%[activator]
CCc1ccc(S(=O)(=O)N(C)CC2CCOCC2)cc1	19.3%
COc1ccccc1NC(=O)c1cc(=O)c2cc(C)c(C)cc2o1	?
O=C1CCN(Cc2ccc(O)cc2)CCCC(c2nc(-c3cnccn3)no2)CCN1 (stereo not given)	94.1%[activator]
COC(=O)[C@]12C[C@H](CC(=O)NCCc3ccccc3OC)C(=O)N(Cc3ccccc3)C1=C[C@H](C(C)C)O[C@@H]2C1CC1	-19.0%
CN(C)C(=O)c1ccccc1NS(=O)(=O)c1ccc(Cl)cc1	-3.1%
COc1cccc(C(=O)NCC2CCCN(Cc3ccc(C)cc3)C2)c1OC (stereo not given)	78.6%[activator]
CN(C)CCN(CCCc1ccccc1)C(=O)Nc1cccc(F)c1	0.1%
COc1cccc(CN2CCCN(Cc3ccncc3)C(c3ccccc3)CC(=O)NCC2)c1OC (stereo not given)	67.7%[activator]
CC1=C[C@@H](CNC(=O)c2ccccc2)[C@H](C(C)C)C[C@H]1Cc1nnc(-c2cncn2C)o1	36.7%[activator][176 µM]
COc1ccc(C2C(C#N)=C(N)OC3=C2C(=O)CC(c2ccccc2)C3)cc1 (stereo not given)	-46.7%
COCCNC(=O)C(NC(=O)c1ccc(F)cc1)C1CCN(C(=O)c2ccccc2F)CC1 (stereo not given)	36.2%
c1ccc(Cn2cc(CN3CCCOCC3)c(-c3cc4ccccc4o3)n2)cc1	34.3%[activator]
Cc1cc(C)n2nc(SC(C)C(=O)Nc3ccc(Cl)cc3)nc2n1 (stereo not given)	?
COc1ccccc1S(=O)(=O)N(C)C[C@H]1OCc2cnnn2CCCC(=O)N([C@H](C)CO)C[C@@H]1C	-2.4%
Cc1nc(CCNC(=O)CC(C)(C)C)no1	13.9%
CCCN1CCN(c2nc3c(c(=O)[nH]c(=O)n3C)n2Cc2ccccc2C)CC1	-1.2%
O=C(COc1ccc(-c2nnc3n2CCCC3)cc1)Nc1ccc(F)cc1	25.3%
Cc1ccc2nc(C(=O)N(C)Cc3cn[nH]c3-c3ccc(F)cc3)cn2c1	31.2%[activator]
COc1cccc(/C=C(/C(=O)OCc2nnc(-c3ccc(Br)cc3)o2)c2ccccc2)c1	13.6%
COC1CCC12CCN(C(=O)c1cc(C)n(C)n1)CC2 (stereo not given)	39.0%[activator]

In another format: entries from further up.
Molecule | ALOX12 inh
COc1cccc(CN2CCCN(Cc3ccncc3)C(c3ccccc3)CC(=O)NCC2)c1OC (stereo not given) | 67.7%[activator]
CC1=C[C@@H](CNC(=O)c2ccccc2)[C@H](C(C)C)C[C@H]1Cc1nnc(-c2cncn2C)o1 | 36.7%[activator][176 µM]
COc1ccc(C2C(C#N)=C(N)OC3=C2C(=O)CC(c2ccccc2)C3)cc1 (stereo not given) | -46.7%
COCCNC(=O)C(NC(=O)c1ccc(F)cc1)C1CCN(C(=O)c2ccccc2F)CC1 (stereo not given) | 36.2%
c1ccc(Cn2cc(CN3CCCOCC3)c(-c3cc4ccccc4o3)n2)cc1 | 34.3%[activator]

The list goes on.
SMILES	ALOX12 inh
Fc1ccc(-c2ccc3c(n2)CCCN3Cc2ccccn2)cc1	-7.5%
COc1ccc(C(=O)NC2CCN(c3cn[nH]c(=O)c3)CC2)cc1F	47.7%[activator]
COC(=O)c1ccc2nc(C3CCCCC3)c(CC(C)(C)C)n2c1	?
COc1cc(C)c2c(c1C)C[C@H](C(C)C(=O)N1CCCCC1)CC2 (stereo not given in full)	38.5%[176 µM]
Cc1cccc(CCN2CCC3(CC2)C(C(=O)O)CC(=O)N3C)n1 (stereo not given)	8.8%
O=[N+]([O-])c1cccc(-c2noc([C@@H]3C[C@@H](O)CN3Cc3ccccc3O)n2)c1	?
COc1ccc(NC(=O)N2Cc3[nH]cnc3C[C@H]2c2nc(-c3ccc(Cl)cc3)no2)cc1	-3.4%
NC(COCc1ccccc1)c1csc(Nc2ccc(C(=O)c3ccccc3)cc2)n1 (stereo not given)	-26.2%
Cc1ccc(C(CCNCc2ccc(F)cc2)c2ccco2)cc1 (stereo not given)	?
COc1ccc(-c2coc3c(C(=O)NCC4CCOCC4)cccc23)c(C)c1	-1.1%
COc1ccc2[nH]c(=O)c(CCC(=O)N3CCCC3)cc2c1	26.1%
CCOCC(=O)N1[C@@H]2CC[C@H]1CC(NC(=O)c1ccc(F)cc1)C2 (stereo not given in full)	18.8%
CN1[C@@H](CCC(=O)N2CCN(c3ccccn3)CC2)CNC(=O)[C@@H]2[C@H]1CCN2Cc1ncc[nH]1	122.8%[activator]
COCCN(C)C[C@@H]1CN(c2cc(C)c3ccc(SC)cc3n2)C[C@@H]1CO	45.5%[activator]
CC(=O)N1CCC(CC(=O)N2C[C@@H](Oc3cccnc3)C[C@H]2C(=O)N2CCOCC2)CC1	61.5%[activator]
Cc1ccc(C2Cn3nnc(C(=O)N4CCC(C(=O)NCc5ccncc5)CC4)c3CO2)cc1 (stereo not given)	1.8%
COCCNC(=O)C[C@@H]1C[C@H]2O[C@H](CNCc3ccccc3C(F)(F)F)[C@@H](O)[C@H]2O1	?
Cc1ccc(C2Cn3nnc(C(=O)N4CCN(C(=O)c5ccc(Cl)cc5)CC4)c3CO2)cc1 (stereo not given)	12.8%
CC(CNC(=O)Cn1cc(C(N)=O)c2ccccc21)c1ccccc1 (stereo not given)	-6.9%
O=C(O)c1ccc(COc2cccc(Cl)c2)cc1	62.2%
CCCS(=O)(=O)NC(=O)C1(C)CCCN(C(=O)c2c(OC)cccc2OC)C1 (stereo not given)	1.9%
Cc1cc(NC(=O)c2cnc3ccccc3n2)ccc1N1CCN(C)CC1	?
O=C(NCC1(c2ccccc2F)CCCC1)C1CCN(C(=O)C2CC2)CC1	32.3%[activator]
CCC(=O)NNC(=S)Nc1ccccc1	-23.1%
N#Cc1ccc(C(=O)N2CCN(c3oc(C4CC4)nc3C#N)CC2)cc1	3.6%
COc1cccc(S(=O)(=O)CCOC2CCCCC2C)c1 (stereo not given)	31.0%
COc1cccc(-c2c(NC(=O)c3cccc([N+](=O)[O-])c3)oc3ccccc3c2=O)c1	0.1%
Cc1cc(F)cc(CN2CCOCC3(C2)CN([S+](=O)([O-])c2ccccc2)C3)c1	12.4%[176 µM]
O=C(Nc1ccccc1)c1nc2c(o1)CCN(Cc1ccccn1)CC2	70.8%[activator][176 µM]
Cn1nccc1C(=O)N1CCc2nn(Cc3ccccc3)c(=O)n2CC1	15.0%
CCN(CC)C(C)CNC(=O)NC1CC1 (stereo not given)	-10.3%
Cn1c(N)c(C(=O)N2CCN(c3ccccc3)CC2)c(=O)n(C)c1=O	-15.1%
CN(C)[C@@H]1CN(C(=O)c2nccn2C)CC[C@@H]1CO	41.1%[activator]
CC(Oc1ccc(Cl)cc1Cl)C(=O)N1CCN(C(=O)c2ccco2)CC1 (stereo not given)	?
C1CCC(CN2CCCC(c3nc(CCOCC4CCOCC4)no3)C2)CC1 (stereo not given)	51.7%[activator]
CCOC(=O)C1=C(C)N=C2SC=C(CC(=O)N3CCCC3)N2C1c1cccc(Cl)c1 (stereo not given)	29.6%
CNC(=O)c1ccc(-c2nc(CN3CCN(C(=O)Nc4ccc(C)c(Cl)c4)CC3)c(C)o2)cc1	-2.8%
CCCc1cc(=O)n2c(C(=O)NCc3ccccc3)c(C(=O)Nc3ccc(Cl)cc3C)sc2n1	5.6%
CCc1nccn1CCC(=O)N[C@@H]1COCC[C@@H]1Oc1ccc(F)cc1	25.7%
COc1cccc(CN2Cc3nc(-c4cn[nH]c4)ccc3OCC2=O)c1	24.2%[176 µM]
CCOC(=O)CCN(CC1CC1)C(=O)c1ccc(C)s1	5.7%
COCCNC(=O)c1cccc2c(-c3cnn(C)c3)coc12	-15.3%
COC(=O)c1cccc(C(=O)OC)c1Cl	-12.2%
NC(=O)C1CCN([C@H]2[C@@H]3OC[C@@H](O3)[C@@H](NCc3cnc4ccccc4c3)[C@@H]2O)CC1	17.2%[176 µM]
Nc1nccnc1C(=O)NCCOc1ccccc1	2.4%
Cc1cc(F)ccc1OC1CN(C(=O)c2ccc3c(c2)OCO3)C1	54.6%[activator][176 µM]
O=C(c1cnn(-c2ccccc2)c1)N1CC[C@H](N2CCOCC2)[C@H](CCCO)C1	27.6%
O=[N+]([O-])c1nccn1CO[C@@H](CO)[C@H](O)CO	-10.4%[22.9 µM]
COc1ccccc1NC(=O)Cn1c(=O)c(-c2noc(C)n2)c2n(c1=O)CCCCC2	2.9%
CCc1nncn1C1CCN(S(=O)(=O)c2ccc(OC)c(OC)c2)CC1	1.4%
Cc1cccc(CNC(=O)Cc2cccc3cccnc23)c1	?
CCC(=O)N1CCCN(CCN(C)C)c2ccccc21	-8.6%
CC(Sc1ccc2c(c1)OCCCO2)C(=O)O (stereo not given)	-2.0%
O=C1CCN(S(=O)(=O)c2ccccc2)CCCN(Cc2cccc(OC(F)(F)F)c2)CCN1	12.0%
Cc1ccc(S(=O)(=O)Cc2noc(CCC(=O)NCc3ccc(Cl)cc3)n2)cc1	?
CC(N)(C(=O)O)c1ccccc1 (stereo not given)	?

High-throughput results deposited in PubChem BioAssay by National Center for Advancing Translational Sciences (NCATS).
